TbREL1 inh – TbREL1 RNA ligase inhibitors, primary screen, biochemical, FRET fluorescence. 89,000 tested, 0.49% active. RNA-editing ligase 1, mitochondrial (Trypanosoma brucei brucei), P86926. AID 1117264, 2014. TbREL1 RNA ligation. inhibition, % at 9.66 µM;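 active = inhibition above the mean inhibition across all screened compounds plus 3 SD, cut at about 11% in these data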;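 note: 0% = plate median of test wells and 100% = NSC42067 control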
Target sequence (P86926 whole entry, looked up): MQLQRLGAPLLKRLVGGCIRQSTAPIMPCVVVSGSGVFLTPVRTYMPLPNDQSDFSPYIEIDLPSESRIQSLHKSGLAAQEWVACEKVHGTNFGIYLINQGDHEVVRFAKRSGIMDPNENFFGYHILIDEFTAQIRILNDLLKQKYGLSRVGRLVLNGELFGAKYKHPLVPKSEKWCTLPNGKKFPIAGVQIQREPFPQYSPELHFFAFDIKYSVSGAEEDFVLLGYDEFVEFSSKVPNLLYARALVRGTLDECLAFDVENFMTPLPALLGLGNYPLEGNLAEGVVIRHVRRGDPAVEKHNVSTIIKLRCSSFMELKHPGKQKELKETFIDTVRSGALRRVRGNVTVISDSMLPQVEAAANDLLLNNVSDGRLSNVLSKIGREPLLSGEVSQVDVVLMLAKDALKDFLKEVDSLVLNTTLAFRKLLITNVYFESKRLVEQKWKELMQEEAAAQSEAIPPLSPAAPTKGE
Active calls of the source: *. The list is partial (hit frequency here may not be typical).

SMILES | TbREL1 inh
Cc1ccc(CN2CC(C(=O)NCCCn3nc(C)cc3C)CC2=O)cc1 (stereo not drawn) | 3.0
COc1ccc(COc2cc(-c3cccc(OC)c3)nc3ccc(NC(=O)c4ccc(Cl)cc4)cc23)cc1 | 0.1
Cc1cccc(C)c1NC(=O)C1CCN(c2ncccn2)CC1 | 0.4
O=C(NN1C(=O)c2ccccc2C1=O)C1CCCCC1 | -0.5
O=C(COC(=O)c1cc(S(=O)(=O)N2CCCC2)ccc1O)Nc1ccc(F)cc1F | -2.8
CC1(C)C=C2C(N(Cc3ccc4c(c3)OCO4)C(=N)N2C(=O)OCc2ccccc2)n2c(=O)n(-c3ccccc3)c(=O)n21 (stereo not drawn) | 2.9
CC(=O)NC(c1cc(Cl)c2cccnc2c1O)C1CC1 (stereo not drawn) | -5.5
COc1ccc(/C=C/C(=O)c2ccc3c(c2)OCCO3)cc1[N+](=O)[O-] | 1.8
Nc1nnc(-c2ccccc2)s1 | 2.0
O=C(CSc1nnc(-c2cccnc2)n1CCc1ccccc1)N1CCCCC1 | 0.0
O=C(NCCc1ccccc1)C1CCCN(S(=O)(=O)c2cnc[nH]2)C1 (stereo not drawn) | 0.3
CC(C)N(C(=O)[C@H]1CC(CC(=O)NCC23CC4CC(CC(C4)C2)C3)C(=O)N2CCc3c([nH]c4ccccc34)[C@]12C)C(C)C (stereo partly drawn) | -0.6
CC(C)(C)OC(=O)N[C@@H](Cc1ccccc1)C(=O)N[C@@H](CO)[C@H](O)[C@@H]1C[C@@H]1C(=O)NC1CCCCC1 | -3.1
CC1N(C(=O)N2CCOCC2)CCN1S(=O)(=O)c1ccc(Cl)cc1 (stereo not drawn) | 1.8
CC(C)OP(=O)(OC(C)C)C(NC(=O)c1ccc(Br)cc1)c1ccccc1 (stereo not drawn) | -0.4
CC(C)(C)NC(=O)C(Cc1ccccc1)NS(=O)(=O)c1cccc2nsnc12 (stereo not drawn) | 5.8
O=C(O)c1cc(-c2ccc3c(c2)OCO3)nc2ccc(Cl)cc12 | 3.1
COC(=O)[C@@H]1C[C@@]2(O)[C@@H](O)[C@@H](O)[C@@H](O)C[C@H]2N1Cc1ccc(Cl)cc1 | -1.1
O=C(O)CC12CC3CC(C1)CC(n1ncc(NCc4ccc(F)cc4)c(Cl)c1=O)(C3)C2 | 0.3
CCc1ccc(N(CC(=O)Nc2nc3ccc(C)cc3s2)S(=O)(=O)c2c(C)noc2C)cc1 | 3.1
O=C(Nc1ccc(-c2csc(Nc3ccc(Cl)cc3)n2)cc1)c1cc([N+](=O)[O-])cc(C(F)(F)F)c1 | 0.8
COc1ccc(C2NC(=O)NC(C)=C2C(=O)OCc2ccc3c(c2)OCO3)cc1OC (stereo not drawn) | -0.4
C#CCOCCOCCOCCNc1nc(N2CCOCC2)nc(N2CCN(C(=O)[C@H](CCCCN)n3cc(CN)nn3)CC2)n1 | 2.8
CCC(=O)Nc1ccc(Cl)c(NC(=S)NC(=O)COc2ccc(Cl)cc2)c1 | 0.7
COc1ccc(NC(=O)CN(C)C(=O)/C=C/c2ccc(OCc3ccccc3)cc2)cc1 | 2.3

By substructure: those above with a halogen
SMILES | TbREL1 inh
COc1ccc(COc2cc(-c3cccc(OC)c3)nc3ccc(NC(=O)c4ccc(Cl)cc4)cc23)cc1 | 0.1
O=C(COC(=O)c1cc(S(=O)(=O)N2CCCC2)ccc1O)Nc1ccc(F)cc1F | -2.8
CC(=O)NC(c1cc(Cl)c2cccnc2c1O)C1CC1 (stereo not drawn) | -5.5
CC1N(C(=O)N2CCOCC2)CCN1S(=O)(=O)c1ccc(Cl)cc1 (stereo not drawn) | 1.8
CC(C)OP(=O)(OC(C)C)C(NC(=O)c1ccc(Br)cc1)c1ccccc1 (stereo not drawn) | -0.4
O=C(O)c1cc(-c2ccc3c(c2)OCO3)nc2ccc(Cl)cc12 | 3.1
COC(=O)[C@@H]1C[C@@]2(O)[C@@H](O)[C@@H](O)[C@@H](O)C[C@H]2N1Cc1ccc(Cl)cc1 | -1.1
O=C(O)CC12CC3CC(C1)CC(n1ncc(NCc4ccc(F)cc4)c(Cl)c1=O)(C3)C2 | 0.3
O=C(Nc1ccc(-c2csc(Nc3ccc(Cl)cc3)n2)cc1)c1cc([N+](=O)[O-])cc(C(F)(F)F)c1 | 0.8
CCC(=O)Nc1ccc(Cl)c(NC(=S)NC(=O)COc2ccc(Cl)cc2)c1 | 0.7

(next part)
SMILES | TbREL1 inh
CCN1CCN(CC(=O)Nc2ccc(C)cc2C)C(=O)C1=O | -2.9
CC(=O)Nc1ccc(NC(=O)c2c(C)nn(-c3ccccc3)c2Cl)cc1C | -0.2
CC(=O)C(Sc1ccc2nnc(-c3ccncc3)n2n1)C(C)=O | -2.5
Oc1ccccc1-c1cncn1Cc1ccccc1 | 1.8
CCCNC(=O)C1(C)CCCN(C(=O)Cc2cccc(OC)c2)C1 (stereo not drawn) | 1.0
O=C(Nc1nc(-c2ccc(S(=O)(=O)N3CCCCCC3)cc2)cs1)c1ccccc1 | 6.2
COc1ccc(C(=O)c2sc(Nc3ccc(NC(C)=O)cc3)nc2C)cc1 | 3.1
O=C(CSc1nnc2ccccn12)NC(=O)c1ccccc1Cl | -3.3
O=C(C1CCN(S(=O)(=O)c2ccccc2)CC1)N1CCN(Cc2ccc3c(c2)OCO3)CC1 | 1.6
CCC(C)C(=O)Nc1nnc(SCC(=O)Nc2ccccc2F)s1 (stereo not drawn) | -3.6
O=[N+]([O-])c1ccc(Br)c(CN2CCN(c3ncc(Cc4ccccc4)cn3)CC2)c1 | 3.4
CCCN(CC(=O)Nc1cc(Cl)ccc1Cl)C(=O)c1ccc(N2CCCC2=O)cc1 | 4.2
Cc1c(C)n(Cc2ccccc2)c2ccc(C(=O)O)cc12 | -1.9
CCCCC/C=C/C1=CC(=O)C[C@H](c2ccc(Cl)cc2)C1 | -2.4
C[C@@H]1CN([C@@H](C)CO)C(=O)c2cc(NC(=O)C3CCCCC3)ccc2O[C@@H](C)CCCCO[C@H]1CN(C)S(=O)(=O)c1ccc(Cl)cc1 | 0.2
O=C(CSc1ncccn1)NCc1ccccc1 | 0.3
O=S1(=O)CCOC[C@H](CC2CCCCC2)N1Cc1cccc(Cl)c1 | 1.5
CC1CCC(NC(=O)C2c3ccccc3C(=O)N2CCCN2CCOCC2)CC1 (stereo not drawn) | 2.6
CCOC(=O)c1sc(NC(=O)CN2C(=O)NC3(CCC(C)CC3)C2=O)c(C(=O)OCC)c1C (stereo not drawn) | 0.8
Cc1n[nH]c(C)c1C(=O)CC1(O)C(=O)N(Cc2ccccc2)c2ccc(Br)cc21 (stereo not drawn) | -2.4
CCCc1nc2cc(C)c(Br)c(C)n2c1Cc1ccsc1 | 2.1
COc1ccc(-n2c(C)c(C)c3c(N)ncnc32)cc1 | -4.5
COc1ccc(C2SCC(C(=O)NCc3ccc(F)cc3)N2C(C)=O)cc1 (stereo not drawn) | 3.6
CCOC(=O)c1ccc(NC(=O)c2nc[nH]c2C(=O)NCc2ccccc2)cc1 | 1.2
COc1ccc(C(=O)CC2OC(=O)c3ccccc32)cc1OC (stereo not drawn) | -2.4
Remaining list, next part:
SMILES | TbREL1 inh
Nc1ccc(C(=O)OCc2nc3cc4ccccc4cc3[nH]2)cc1 | -1.6
Cc1cc(N/N=C/c2cccc(Cl)c2)nc(-n2nc(C)cc2C)n1 | 2.0
CC(c1ccccc1F)n1cc(C(=O)NCc2ccncc2)nn1 (stereo not drawn) | 0.3
Cc1cc(NC(=O)CCC(=O)N(Cc2ccccc2)C(C(=O)NC2CCCC2)c2ccc(C)o2)no1 (stereo not drawn) | -2.6
CC1=NN(c2ccc(C(=O)O)c(N)c2)C(=O)C1 | 3.1
Cc1ccccc1NC(=O)COC(=O)c1ccc2nc(C)c(C)nc2c1 | -0.2
O=C(NNC1=NCCCCC1)Nc1cccc(Cl)c1 | 0.9
CCC1CCC/C1=N\NC(=O)c1ccoc1C (stereo not drawn) | 3.2
CCOC(=O)c1c(NC(=O)C2CCCN(S(=O)(=O)c3ccc(C)cc3)C2)sc2c1CCCC2 (stereo not drawn) | 8.0
Cc1ccccc1NC(=O)CCC(=O)OCCCC(F)(F)C(F)(F)F | 6.4
CC1CCN(CC(=O)NNC(=O)c2cccc(Br)c2)CC1 | -2.3
COc1c(NC(C)=O)c2ccccc2c2ccccc12 | 0.0
Cn1c(=NC(=O)C2CCN(S(=O)(=O)c3cccs3)CC2)sc2ccccc21 | 0.0
COc1ccc(OC)c(S(=O)(=O)N2CCC(C(=O)NCC3COCCO3)CC2)c1 (stereo not drawn) | 0.4
CC(CC(=O)Nc1ccc2c(c1)c(=O)n(C)n2-c1ccccc1F)c1ccccc1 (stereo not drawn) | 2.2
CC1CN(C(=O)CCNC(=O)c2ccc(Br)cc2)CC(C)O1 (stereo not drawn) | 1.1
O=C1c2ccc3c4c(ccc(c24)C(=O)N1c1cccc(O)c1)C(=O)N(c1cccc(O)c1)C3=O | 0.5
Cc1ccccc1CN1CCCCC(NC(=O)c2ccc(N(C)C)cc2)C1=O (stereo not drawn) | -4.1
O=C(O)C(=O)/C(=C\c1cccc(Cl)c1)c1ccc2ccccc2n1 | -6.3
Cc1nnc(NC(=O)CN2CC(C)OC(C)C2)s1 (stereo not drawn) | -0.1
COc1ccc(-c2cc3ccccc3oc2=O)cc1NC(=S)NC(=O)c1ccc2c(c1)OCCO2 | -1.7
CC(NCC(=O)Nc1ccccc1C(=O)NC1CC1)c1ccc(S(N)(=O)=O)cc1 (stereo not drawn) | 16.6*
COc1ccccc1NS(=O)(=O)c1cccc2cccnc12 | 3.1
CC(C)CNS(=O)(=O)c1cc(C(=O)OCC(=O)N(C)C2CCS(=O)(=O)C2)c(Cl)cc1Cl (stereo not drawn) | -0.6
Cc1ccccc1-n1nnnc1SCC(=O)N(C)C1CCS(=O)(=O)C1 (stereo not drawn) | 0.1

The list goes on, overlapping the part above by 4 compounds.
SMILES | TbREL1 inh
CC(NCC(=O)Nc1ccccc1C(=O)NC1CC1)c1ccc(S(N)(=O)=O)cc1 (stereo not drawn) | 16.6*
COc1ccccc1NS(=O)(=O)c1cccc2cccnc12 | 3.1
CC(C)CNS(=O)(=O)c1cc(C(=O)OCC(=O)N(C)C2CCS(=O)(=O)C2)c(Cl)cc1Cl (stereo not drawn) | -0.6
Cc1ccccc1-n1nnnc1SCC(=O)N(C)C1CCS(=O)(=O)C1 (stereo not drawn) | 0.1
O=C(c1cccc(F)c1F)N1CCCC(c2nc(-c3cccs3)no2)C1 (stereo not drawn) | -2.6
CCOC(=O)C1=C(C)NC(C)=C(C(=O)OC)C1c1ccco1 (stereo not drawn) | -2.2
CC(=O)Oc1ccc(C(=O)[C@H]2[C@H]3C(=O)N(c4ccc(C)cc4C)C(=O)[C@H]3[C@@H]3C=CC=NN32)cc1 | -2.6
Cc1csc(Cn2c(CN(C)C)nc3ccccc3c2=O)n1 | -1.4
CC(C)NCCOCCSc1ccc(Cl)cc1 | 2.6
CS(=O)(=O)N(CC(=O)N1CCCCC1)c1sc2c(c1C#N)CCCC2 | -1.0
COCCN(C(=O)c1ccccc1)c1nnc(-c2cccnc2)s1 | 6.0
Cc1cc(C)c2sc(NC(=O)C3=COCCO3)nc2c1 | 4.4
CCCn1c(=O)[nH]c(=O)c2c1nc(-c1ccccc1OC(F)F)n2CCOC | -0.2
O=C1c2ccccc2-c2nc3ncnn3c(-c3ccccc3Cl)c21 | 0.9
N#Cc1nc(-c2ccc(OCc3ccccc3)cc2)oc1N1CCOCC1 | 3.4
CCOC(=O)COc1cc2c(C(=O)OCC)c(C)oc2cc1Br | 5.0
COc1ccc(NC(=O)c2cc(C(C)C)on2)cc1OC | 0.8
O=C(COC(=O)C1CC2C=CC1C2)NCc1ccccc1Cl (stereo not drawn) | -1.6
COc1ccccc1-c1c(C)nn2c(N3CCN(c4ccccc4OC)CC3)cc(C)nc12 | -5.2
COc1ccc(N2C(=O)c3ccccc3NC2c2ccc(NC(C)=O)cc2)c(OC)c1 (stereo not drawn) | 1.4
Cc1cc(Nc2cc(C(F)(F)F)cc(C(F)(F)F)c2)cc(=O)n1-c1cc(C(F)(F)F)cc(C(F)(F)F)c1 | 3.5
Cc1ccc(NC(=O)Cn2c(=O)cnc3ccccc32)cc1S(=O)(=O)N(C)C | -1.7
NC(=O)CC1C(=O)N(c2ccc(F)cc2)C(=O)N1NC(=O)CCc1ccccc1 (stereo not drawn) | -1.7
Cn1c(SCC(=O)C(C)(C)C)nnc1-c1cccnc1 | 3.9
O=C(NCCC1CCCCN1S(=O)(=O)c1ccc(Cl)cc1)C(=O)NCc1ccco1 (stereo not drawn) | -1.3
Cc1ccc(S(=O)(=O)N(C)C)cc1NC(=O)C1CCCC1 | -0.2
CCSc1ccc([C@@H]2[C@H]3C(=O)N(CC)C(=O)[C@H]3[C@]3(C(=O)OC)CCCCN23)cc1 | -4.4
CCc1ccccc1N(CC(=O)NCc1ccco1)C(=O)CCC(=O)Nc1nccs1 | 1.7
Cn1c(=O)[nH]c(=O)c2c1nc(N(CCO)Cc1ccccc1)n2CCCc1ccccc1 | -3.8
Next section
SMILES | TbREL1 inh
O=C(NNC(=O)[C@@H]1CCCC[C@@H]1C(=O)O)c1cccs1 | 2.7
CCCCCC1CC(=O)N(Cc2ccc(Cl)cc2)C(=O)N1 (stereo not drawn) | -1.2
Cc1cccc(N=Cc2cc3c(cc2[N+](=O)[O-])OCO3)c1 | 6.1
CN(CC(=O)NCc1ccncc1)S(=O)(=O)c1ccc(Br)cc1 | 2.0
Cc1[nH]n(-c2cccc(Cl)c2)c(=O)c1-c1ccc(Cl)cc1 | -2.8
COc1ccc(N2C(=O)CC(SCCc3nc4ccccc4[nH]3)C2=O)cc1 (stereo not drawn) | -2.6
Cc1ccc(C(NC(=O)c2ccccc2)C(Cl)(Cl)Cl)cc1 (stereo not drawn) | -1.6
COc1ccc(CNC(=O)COc2ccccc2C(=O)c2cnn(-c3ccccc3)c2)cc1OC | -3.8
COc1ccc(C(=O)N2CCCCC2c2cc(C(=O)NCc3ccccc3)no2)cc1 (stereo not drawn) | -1.6
CC(C)N1C(=O)C2ON(c3ccccc3)C(c3cccs3)C2C1=O (stereo not drawn) | 4.6
[O-][n+]1ccccc1/C=C/c1ccccc1 | -1.5
